Bioassay records as filed in PubChem.
MCL1 BIM primary = inhibitors of MCL1 binding to BIM-BH3, primary screen, biochemical, fluorescence polarization; Induced myeloid leukemia cell differentiation protein Mcl-1 (Homo sapiens), Q07820; GST-MCL1 / FITC-Bim-BH3 fluorescence polarization; inhibition, % at 10.9 µM; actives 0.68% (n = 320,000); AID 2057, 2009;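 active = inhibition above the mean inhibition of all tested compounds plus 3 SD, set per campaign, cut at about 40% in these data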;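 also: 0% = DMSO wells and 100% = unlabeled Bim-BH3 peptide control; higher means more loss of mP so more displacement of Bim peptide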
Target sequence (Q07820 whole entry, looked up): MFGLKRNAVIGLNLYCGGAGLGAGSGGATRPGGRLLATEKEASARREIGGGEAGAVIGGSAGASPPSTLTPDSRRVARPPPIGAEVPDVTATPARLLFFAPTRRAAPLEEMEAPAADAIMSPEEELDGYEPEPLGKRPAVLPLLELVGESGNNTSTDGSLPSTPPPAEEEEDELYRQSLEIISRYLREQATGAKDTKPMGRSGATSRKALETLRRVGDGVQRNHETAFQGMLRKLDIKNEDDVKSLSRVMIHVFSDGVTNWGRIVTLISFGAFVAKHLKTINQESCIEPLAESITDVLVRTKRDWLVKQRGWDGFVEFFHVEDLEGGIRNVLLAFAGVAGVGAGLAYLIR
CR mimetic SO = reduction of superoxide in aged yeast, primary screen, HTS | S. cerevisiae aged cells, superoxide DHE fluorescence; stronger effect = lower value | superoxide response (% of plate mean), % at 10 µM | actives 0.18% (n = 330,000) | AID 2690, 2010;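 active = superoxide response under a set limit, about three screen SD below normal, cut at about 65% in these data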;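 also: yeast aged for seven days with compound at 30 °C before DHE staining; 100% = average MFI of all compound-treated wells on the plate with controls excluded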
Efflux pump mplx = inhibitors of Candida efflux pumps in yeast, primary screen, S. cerevisiae, Nile Red, multiplex. S. cerevisiae Candida pump triplex. inhibition, % at 10 µM. actives 0.44% (n = 330,000);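 active = plate passing quality check with inhibition over a set limit, or well fluorescence over plate mean plus 4 SD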;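 also: Nile Red retained in pooled yeast measured as flow cytometry median fluorescence; 0% = buffer negative control and 100% = Enniatin B positive control; higher means more Nile Red kept so more efflux inhibition; some compounds called inactive have numbers as strong as hits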
Bcl-xL primary = inhibitors of human Bcl-xL, primary screen, biochemical, fluorescence polarization, HTS. Bcl-2-like protein 1 (Homo sapiens), Q07817. GST-Bcl-xL / FITC-Bim BH3 peptide fluorescence polarization. inhibition, % at 10.9 µM. actives 0.7% (n = 320,000);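 active = inhibition above the mean of all tested compounds plus 3 SD, cutoff set per campaign, cut at about 30% in these data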;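 also: 0% = DMSO wells and 100% = unlabeled Bim-BH3 peptide competitor; inhibitors lower millipolarization by displacing the labeled peptide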
EBNA-1 inh = EBNA-1 DNA-binding inhibitors, primary screen, biochemical, fluorescence polarization | inhibition, % at 14.8 µM | actives 0.34% (n = 300,000); in the data active = inhibition above about 28%
Fam108B counter = mouse Fam108B serine hydrolase inhibitors, primary screen, counter-screen for RBBP9 inhibitor project, biochemical, fluorescence polarization. inhibition, % at 9.51 µM. recombinant Fam108B, FP-Rh probe fluorescence polarization. actives 0.33% (n = 300,000);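 active = inhibition above the screen mean inhibition plus 3 SD, computed separately per campaign, cut at about 18% in these data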;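 also: inhibitors lower polarization as less probe binds the enzyme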
ZTA counter = counter-screen for EBNA-1 inhibitors: inhibitors of Epstein-Barr virus ZTA; P03206; ZTA-DNA binding, fluorescence polarization; inhibition, % at 11 µM; actives 0.15% (n = 320,000); AID 2234; in the data active = inhibition above about 33%
Target sequence (P03206 whole entry, looked up): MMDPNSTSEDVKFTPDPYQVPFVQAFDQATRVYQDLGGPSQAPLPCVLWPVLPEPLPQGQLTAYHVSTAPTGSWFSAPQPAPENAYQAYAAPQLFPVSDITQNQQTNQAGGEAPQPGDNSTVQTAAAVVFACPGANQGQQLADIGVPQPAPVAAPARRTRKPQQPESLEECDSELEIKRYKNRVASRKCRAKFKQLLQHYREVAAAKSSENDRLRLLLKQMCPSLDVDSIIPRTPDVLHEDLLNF
GLD-1 TGE inh = GLD-1/TGE RNA complex disruptors, primary screen, biochemical, fluorescence polarization; Female germline-specific tumor suppressor gld-1 (Caenorhabditis elegans), Q17339; purified GLD-1 + fluorescein TGE RNA; inhibition, % at 5.96 µM; actives 0.44% (n = 320,000); AID 2280, 2010;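 active = percent inhibition above a per-plate cutoff, the plate mean of test compounds plus 3 SD, cut at about 30% in these data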;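 also: 0% = DMSO wells with GLD-1 and probe and 100% = wells lacking GLD-1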
Target sequence (Q17339 whole entry, looked up): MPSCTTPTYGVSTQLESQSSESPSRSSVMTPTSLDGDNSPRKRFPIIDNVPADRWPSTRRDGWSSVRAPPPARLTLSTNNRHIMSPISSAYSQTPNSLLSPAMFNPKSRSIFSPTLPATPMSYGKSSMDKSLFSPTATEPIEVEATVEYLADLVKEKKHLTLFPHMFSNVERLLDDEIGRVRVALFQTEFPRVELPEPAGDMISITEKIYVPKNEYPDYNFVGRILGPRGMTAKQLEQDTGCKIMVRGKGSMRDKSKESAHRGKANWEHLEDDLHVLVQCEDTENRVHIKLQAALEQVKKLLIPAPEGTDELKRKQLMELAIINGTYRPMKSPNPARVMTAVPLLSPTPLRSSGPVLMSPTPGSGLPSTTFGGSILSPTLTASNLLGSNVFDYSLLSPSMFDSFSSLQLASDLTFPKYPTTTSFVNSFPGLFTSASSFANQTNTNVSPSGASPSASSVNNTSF
MEX-5 binding = MEX-5 zinc finger RNA-binding disruptors – biochemical, C. elegans, fluorescence polarization, MLPCN library, primary screen | Zinc finger protein mex-5 (Caenorhabditis elegans), Q9XUB2 | MEX-5/FITC-TCR2 RNA binding; stronger effect = lower value | activity score (negative = inhibition of binding), % at 10 µM | actives 0.38% (n = 300,000) | AID 1832, 2009;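 active = inhibition past about -25% in most replicates, and total fluorescence under double the plate's negative control median, limit read from the data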;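 also: 0% = DMSO and -100% = 5 µM competing unlabeled TCR2 RNA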
The depositor's hits bear a star; x = not tested or not shown.

SMILES | MCL1 BIM primary | CR mimetic SO | Efflux pump mplx | Bcl-xL primary | EBNA-1 inh | Fam108B counter | ZTA counter | GLD-1 TGE inh | MEX-5 binding
CC(=O)c1c(C)[nH]c(C(=O)/C(C#N)=C/c2cccc(C)c2)c1C | -5 | 104 | 0.0 | 5 | -31 | 0 | 9 | -11 | -0.9
CCOc1ccc(NC(=S)NCCCN2CCOCC2)cc1 | 4 | 96 | 0.0 | 5 | -4 | -1 | 9 | 3 | -1.5
O=C(c1ccco1)N1CCN(c2ncnc3scc(-c4cccs4)c23)CC1 | 15 | 99 | 0.2 | 6 | -1 | -5 | -8 | 3 | -0.8
O=C(NCc1ccc2c(c1)OCO2)C1CC(=O)N(C2CCCC2)C1 (stereo not drawn) | 2 | 99 | 0.0 | -2 | -4 | -3 | 0 | -3 | 0.1
O=C1c2ccccc2C(Nc2cccnc2)N1Cc1ccc2c(c1)OCO2 (stereo not drawn) | -1 | 112 | 0.1 | 7 | 5 | 3 | 10 | -5 | -0.2
OCC[C@@H]1C[C@@H](O)[C@H](O)[C@@]2(CCc3ccccc3O2)O1 | -1 | 105 | 0.0 | 1 | -6 | -1 | 5 | 6 | 0.5
COc1cc(OC)cc(N(C(=O)CNC(=O)c2ccco2)C(C(=O)NCC2CCCO2)c2ccccc2)c1 (stereo not drawn) | 8 | 104 | 0.0 | 11 | 6 | 6 | -8 | 12 | 0.1
COc1ccc(CCN2CC(C(=O)N3CCC(OC)CC3)CCC2=O)cc1 (stereo not drawn) | 2 | 98 | 0.0 | 6 | 10 | 3 | 1 | 3 | 2.8
Cc1ccc(C(=O)NCCNS(=O)(=O)c2ccccc2)cc1 | -1 | 98 | -0.2 | 1 | 1 | 3 | 2 | 1 | -1.1
COc1ccc(Nc2oc(COc3ccccc3OC)nc2C#N)cc1 | 0 | 118 | 0.1 | 2 | -6 | -3 | -4 | -4 | -0.3

In another format: entries from further up
SMILES	MCL1 BIM primary	CR mimetic SO	Efflux pump mplx	Bcl-xL primary	EBNA-1 inh	Fam108B counter	ZTA counter	GLD-1 TGE inh	MEX-5 binding
OCC[C@@H]1C[C@@H](O)[C@H](O)[C@@]2(CCc3ccccc3O2)O1	-1	105	0.0	1	-6	-1	5	6	0.5
COc1cc(OC)cc(N(C(=O)CNC(=O)c2ccco2)C(C(=O)NCC2CCCO2)c2ccccc2)c1 (stereo not drawn)	8	104	0.0	11	6	6	-8	12	0.1

(more compounds)
SMILES | MCL1 BIM primary | CR mimetic SO | Efflux pump mplx | Bcl-xL primary | EBNA-1 inh | Fam108B counter | ZTA counter | GLD-1 TGE inh | MEX-5 binding
Cc1ccc(S(=O)(=O)N2CCC(C(=O)OCC(=O)NC(C)c3ccc(F)cc3)CC2)cc1C (stereo not drawn) | -5 | 79 | -0.3 | -5 | x | x | 25 | 2 | x
CCc1ccc(CNC(=O)c2ccc3c(c2)NC(=O)C(N2CCOCC2)S3)cc1 (stereo not drawn) | -5 | 94 | 0.2 | -1 | -16 | -6 | 1 | -3 | -6.3
CCCNC(=O)N[C@@H](Cc1ccccc1)C(=O)OC | 2 | 103 | 0.0 | 3 | -1 | 1 | -12 | -3 | 2.4
Cc1ccc(-c2csc(N3CCN(c4cc5c(cc4Cl)nc(C(C)N)n5CCCO)CC3)n2)cc1 (stereo not drawn) | 8 | 103 | -0.1 | 2 | 6 | 2 | 2 | -2 | -2.9
CCOc1ccccc1C(=O)NCCNC(=O)c1ccccc1OCC | 5 | 97 | -0.1 | 7 | -5 | 1 | 0 | 2 | -3.4
Cc1ccc(C2C(C#N)=C(N)Oc3c2c(=O)n(C)c(=O)n3C)cc1 (stereo not drawn) | 3 | 103 | 0.0 | 8 | 8 | 0 | 9 | 0 | 0.0
COCCn1c(CNc2ccc(F)cc2)nnc1SCC(=O)Nc1ccc(OC)cc1OC | -4 | 76 | -0.1 | 3 | 7 | 3 | 5 | 7 | -3.6
CC(C)c1ccc(C2NC(=O)NC3=C2CCc2ccccc23)cc1 (stereo not drawn) | 7 | 99 | 0.1 | 7 | -5 | 2 | -4 | 0 | 0.5
O=C(NCCc1ccccc1)c1ccc(=O)[nH]c1 | -2 | 103 | 0.0 | 0 | 9 | 0 | 21 | 1 | 1.5
O=C(CCCn1c(=O)[nH]c2ccsc2c1=O)Nc1ccc(F)cc1 | -3 | 98 | -0.1 | 2 | 1 | -3 | 14 | -2 | 1.5
C/C(=N\NC(=O)c1c(Br)c(C)nn1C)c1cccc(NC(=O)c2ccccc2C)c1 | 1 | 100 | -0.7 | 3 | -1 | -4 | 3 | -2 | 1.0
CSc1n[nH]c(=S)n1N | 4 | 109 | 0.1 | -2 | 8 | 2 | 10 | -5 | -3.2
CC(C)C[C@@H](CO)NC(=O)CC[C@H](NC(=O)OC(C)(C)C)C(=O)N(Cc1ccccc1)Cc1ccccc1 | 7 | 96 | 0.5 | 6 | -1 | 5 | -5 | 5 | -1.9
NC(=O)c1cccnc1Nc1ccccc1Cl | 6 | 93 | -0.2 | 4 | -3 | 1 | -21 | 1 | 2.2
COc1ccc(NC(=S)NNC(=O)COc2ccc(Cl)cc2Cl)cc1 | -3 | 93 | -0.2 | -6 | 17 | 1 | 0 | -1 | 2.3
O=C1Nc2ccccc2/C1=N\N=C\C1=C(N2CCOCC2)C(=C\c2ccccc2)/CC1 | -7 | 111 | -3.4 | -9 | -2 | 10 | 6 | 1 | x
O=C(NCc1ccco1)c1cnn2c(C(F)(F)F)cc(-c3ccccc3)nc12 | 0 | 107 | -0.1 | 3 | 10 | 0 | -6 | -1 | 2.0
CN(CC(=O)Nc1ccc(N2CCOCC2)cc1)C(=O)COc1ccccc1F | -2 | 100 | -0.1 | -1 | 0 | -1 | 12 | -3 | -2.7
O=C(Nc1ccc(Cl)cc1)N1CCCN(c2ccc(C(F)(F)F)cc2[N+](=O)[O-])CC1 | 2 | 105 | 0.4 | -2 | -3 | -3 | -19 | 2 | 2.6
CCn1cc(C(=O)Nc2ncccc2O)c(=O)c2cc(F)c(N3CCN(C(=O)c4ccco4)CC3)cc21 | 10 | 124 | 0.0 | 6 | 1 | -1 | -3 | 7 | x
C=CCNC(=O)NC(=O)COn1nnc2ccc(S(=O)(=O)N(C)C)cc21 | 3 | 86 | 0.1 | 4 | -1 | 3 | -8 | 3 | 2.7
COC(=O)c1oc2ccc(Br)cc2c1NC(C)=O | 7 | 102 | -0.1 | 4 | -6 | -4 | 4 | 5 | 1.3
COc1ccc2[nH]c(C(=O)N(Cc3ccccn3)Cc3ccccn3)cc2c1 | 5 | 116 | 0.1 | 5 | -6 | 1 | -2 | 3 | 0.2
Cc1ccc(/C=C/C2=NN(Cc3ccc(Cl)c(Cl)c3)C(=O)CC2)cc1 | -2 | 116 | 0.1 | -3 | -13 | -5 | 2 | -2 | -0.2
O=C(NCCNC(=O)c1ccc(Br)o1)c1ccc(Br)o1 | 1 | 95 | -0.3 | 2 | 4 | -2 | -7 | 2 | 0.5
CCC(=O)Nc1ccc(NC(=O)c2cccc3ccccc23)cc1 | 9 | 96 | 0.2 | 4 | -5 | 3 | 5 | 8 | -1.1
Cc1ccc(OCC(=O)NC2CC(C)(C)NC(C)(C)C2)c(C)c1 | -1 | 72 | -0.1 | 4 | 3 | 0 | 4 | 8 | 0.9
O=S(=O)(c1ccc2oc(=S)[nH]c2c1)N1CCOCC1 | -2 | 93 | 0.1 | -1 | x | x | 18 | -4 | x
Cc1cccc(NC(=O)CCc2ccccc2)c1 | 3 | 102 | 0.2 | -3 | -4 | -3 | 20 | -3 | 0.6
CC1(C)CC(=O)c2sc(NC(=O)Cc3cccs3)nc2C1 | 2 | 96 | 0.0 | 0 | 0 | 0 | 6 | -9 | 2.5
CCc1c(C(=O)NNC(=S)NCCc2ccccc2)csc1C | 9 | 86 | 0.0 | 6 | -11 | 3 | -2 | 9 | 0.9
COc1ccc(NC(=O)COC(=O)CCc2nc3ccccc3c(=O)[nH]2)c(OC)c1 | 0 | 82 | -0.1 | 5 | x | x | -18 | 7 | x
O=C(/C=C/c1ccc(OCc2ccccc2)c(OCc2ccccc2)c1)c1cccnc1 | 3 | 98 | 0.0 | 1 | -4 | -13 | 7 | -2 | -0.2
COc1ccc(OC)c(NC(=O)COc2ccc(S(=O)(=O)N3CCCC3)cc2)c1 | -1 | 96 | 0.1 | 5 | -9 | -1 | 2 | 2 | 0.1
CC(=O)Nc1ccc(C2=CC(=O)C[C@H](c3ccc4c(c3)OCO4)C2)cc1 | 1 | 81 | 0.4 | 0 | x | x | -5 | 4 | x
COc1cc(C2NC(=O)NC(O)(C(F)(F)F)C2C(=O)c2cccs2)ccc1O (stereo not drawn) | 3 | 110 | -0.1 | -2 | 7 | -1 | 21 | 5 | -2.1
CCC1CC(/C(C)=N/NC(N)=O)OC1=O (stereo not drawn) | 0 | 100 | 0.3 | -1 | -4 | -1 | -4 | -11 | -1.2
COC(=O)c1ccc(C(=O)Nc2ccc(C(C)C)cc2N)cc1 | -6 | 90 | 0.0 | -1 | 7 | 0 | 0 | -1 | 1.1
CCc1nc(Nc2cccc(F)c2)c2oc3ccccc3c2n1 | 3 | 93 | -0.2 | 3 | 10 | 4 | 7 | -3 | -2.3
CC(C)(C)C(=O)O/N=C(\N)c1c(Cl)cccc1Cl | -4 | 105 | -0.1 | -2 | 4 | 2 | 12 | 7 | 0.7
O=C1C2CC=C(Cl)CC2C(=O)N1CCC[n+]1ccccc1 (stereo not drawn) | 0 | 98 | -0.1 | -1 | -5 | 1 | -20 | 4 | -3.0
Cc1ccc(C)c(S(=O)(=O)N2CCN(CC(=O)NC(=O)NCc3ccccc3)CC2)c1 | 3 | 102 | -0.1 | 4 | 7 | 0 | 8 | 13 | 1.9
COc1ccccc1NC(=O)C1=C(C)Nc2nc(-c3ccc(N(C)C)cc3)nn2C1c1ccncc1 (stereo not drawn) | 8 | 94 | -0.1 | 3 | -10 | 4 | -6 | 1 | x
Cc1ccc(NC(=O)c2cnc(SCC(=O)NCC3CCCO3)n(C)c2=O)cc1 (stereo not drawn) | 3 | 96 | 0.0 | -2 | 2 | -19 | 2 | 1 | 1.7
CC(C)c1ccc(N=C(N)N=C(N)N)cc1 | 3 | 99 | 0.0 | 7 | -4 | 2 | 4 | -2 | 1.5
CCn1cc(C(=O)NCCCN2CCC(C)CC2)c(=O)c2cc(S(=O)(=O)N3CCCC3)ccc21 | 9 | 95 | 0.0 | 8 | 7 | 6 | 7 | 8 | -0.3
O=C(NCCc1ccc(Cl)cc1)c1cccs1 | -1 | 102 | 0.1 | 2 | -5 | -2 | -11 | 2 | 1.5
Cc1[nH]c2ccc(C(=O)N3CCCCC3)cc2c1C | 6 | 105 | -0.1 | 9 | 0 | 8 | -4 | 2 | -0.7
CC(C)[C@H](NC(=O)c1ccc(Cl)c([N+](=O)[O-])c1)C(=O)NCc1ccc(Cl)cc1Cl | -8 | 94 | 0.0 | -4 | 7 | -1 | 15 | 1 | 0.3
Cc1nn(-c2ccccc2)c(N2CCCC2)c1/C=N/NC(=O)c1cc(-c2cccs2)nc2ccccc12 | -2 | 105 | 0.1 | 0 | 14 | 2 | 5 | 8 | -0.5
O=C(CNC(=O)N1CC(=O)Nc2ccccc21)Nc1cc(Cl)ccc1Cl | 7 | 99 | 0.1 | 3 | -15 | -3 | -28 | -4 | 2.0
